# Screens (PubChem BioAssay)
# Rab2 wt GTP: modulators of GTP binding to Rab2A wildtype, primary screen, biochemical, dog, bead-based flow cytometry, multiplex | AID 760, 2007 | GTP binding activity, % at 10 µM | GST-Rab2 wt beads, Bodipy-GTP binding | Ras-related protein Rab-2A (Canis lupus familiaris), P61105 | 190,000 tested, 0.19% active;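 active = GTP binding activity at least 20 points away from 100%, either lowered or raised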;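 note: 0% = beads with excess unlabeled GTP and 100% = no-compound control corrected for plate trend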
# Pf gametocyte: late stage P. falciparum gametocyte viability inhibitors, primary screen, ATP luminescence, HTS; P. falciparum stage V gametocytes, 24 h; inhibition, % at 10.9 µM; 150,000 tested, 0.065% active;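 active = inhibition above the mean plus 3 SD of compounds within the control limits, set per campaign, cut at about 38% in these data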;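 note: 0% = DMSO wells and 100% = medium only without gametocytes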
# Rac1 mut GTP: GTP binding modulators of activated mutant Rac1, primary screen, biochemical, bead-based flow cytometry, multiplex, fluorescent GTP; Ras-related C3 botulinum toxin substrate 1 (Homo sapiens), P63000; percent activity (GTP binding), % at 10 µM; 190,000 tested, 0.11% active; GST-Rac1 activated beads; actives lie on both sides; 100% means binding = to untreated wells;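 active = GTP binding at least 20 percentage points away from the 100% baseline, in either direction, so actives lie on both sides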
# ABCB1 block: ABCB1 efflux pump inhibitors, primary screen, cell-based, multiplex, flow cytometry, ABCG2 counter-screen | inhibition, % at 6.6 µM | AID 1326, 2008 | 190,000 tested, 0.067% active | CCRF-Adr cells, JC-1 efflux | ATP-dependent translocase ABCB1 (Homo sapiens), P08183; in the data active = inhibition above about 40%;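 note: 0% = vehicle and 100% = reference inhibitor; higher value means more JC-1 retained so stronger ABCB1 efflux block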
# Avidin fluor: green autofluorescence of compounds with avidin beads – biophysical, 488/530 nm, flow cytometry, artefact control, profiling panel. 220,000 tested, 0.38% active. compound fluorescence 488/530 nm; stronger effect = higher value. fluorescence (KMESF) at 10 µM; in the data active = fluorescence above about 47; note: inactives centre near 10
# Cdc42 wt GTP: modulators of GTP binding to wildtype Cdc42, primary screen, biochemical, multiplex bead flow cytometry, Bodipy-GTP; percent activity (GTP binding), % at 10 µM; Cell division control protein 42 homolog (Homo sapiens), P60953; 190,000 tested, 0.2% active; GST-Cdc42 beads; actives lie on both sides;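 active = percent activity GTP binding at least 20 points away from the 100% baseline, either down as inhibitor or up as activator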;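 note: median bead fluorescence of bound Bodipy-FL-GTP at 100 nM; 0% = excess unlabeled GTP control and 100% = no compound control; below 100% means less GTP binding so inhibitor and above means activator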
# Target sequence (P60953 whole entry, looked up): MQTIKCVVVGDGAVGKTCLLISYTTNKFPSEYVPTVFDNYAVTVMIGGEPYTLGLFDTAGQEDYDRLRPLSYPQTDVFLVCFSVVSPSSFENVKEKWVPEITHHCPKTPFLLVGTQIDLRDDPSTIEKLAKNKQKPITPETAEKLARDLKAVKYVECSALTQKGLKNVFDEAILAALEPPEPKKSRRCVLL
# Rac1 wt modul: wildtype Rac1 GTP binding modulators, primary screen, biochemical, GST-Rac1 beads, flow cytometry, multiplex. GTP binding activity (% of control), % at 10 µM. Ras-related C3 botulinum toxin substrate 1 (Homo sapiens), P63000. AID 757, 2007. fluorescent GTP binding; actives lie on both sides; 0 = cold GTP competed, 100 = untreated. 190,000 tested, 0.27% active;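 active = GTP binding activity at least 20 points away from the 100% control level, either lower or higher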
# Rab7 wt modul: modulators of GTP binding to Rab7, primary screen, biochemical, wildtype, multiplex bead flow cytometry. GTP binding activity (percent of control), % at 10 µM. GST-Rab7 beads, fluorescent GTP binding; actives lie on both sides; untreated = 100%, excess cold GTP = 0%. AID 758, 2007. 190,000 tested, 0.055% active. Rab7 GTPase wild type (dog), Bodipy-FL-GTP binding;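 active = fluorescent GTP binding to Rab7 beads changed by at least 20 points from the 100% baseline, either direction, mostly lower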;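 note: median green fluorescence of bound Bodipy-FL-GTP per Rab7 bead population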
# ABCG2 block: ABCG2 efflux pump inhibitors, primary screen, multiplex with ABCB1, IgMXP3 cells, flow cytometry; AID 1325, 2008; JC-1 efflux; inhibition, % at 6.6 µM; 190,000 tested, 0.1% active; Broad substrate specificity ATP-binding cassette transporter ABCG2 (Homo sapiens), Q9UNQ0;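 active = inhibition above 80%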;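 note: 0% = DMSO and 100% = nicardipine control wells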
# Target sequence (Q9UNQ0 whole entry, looked up): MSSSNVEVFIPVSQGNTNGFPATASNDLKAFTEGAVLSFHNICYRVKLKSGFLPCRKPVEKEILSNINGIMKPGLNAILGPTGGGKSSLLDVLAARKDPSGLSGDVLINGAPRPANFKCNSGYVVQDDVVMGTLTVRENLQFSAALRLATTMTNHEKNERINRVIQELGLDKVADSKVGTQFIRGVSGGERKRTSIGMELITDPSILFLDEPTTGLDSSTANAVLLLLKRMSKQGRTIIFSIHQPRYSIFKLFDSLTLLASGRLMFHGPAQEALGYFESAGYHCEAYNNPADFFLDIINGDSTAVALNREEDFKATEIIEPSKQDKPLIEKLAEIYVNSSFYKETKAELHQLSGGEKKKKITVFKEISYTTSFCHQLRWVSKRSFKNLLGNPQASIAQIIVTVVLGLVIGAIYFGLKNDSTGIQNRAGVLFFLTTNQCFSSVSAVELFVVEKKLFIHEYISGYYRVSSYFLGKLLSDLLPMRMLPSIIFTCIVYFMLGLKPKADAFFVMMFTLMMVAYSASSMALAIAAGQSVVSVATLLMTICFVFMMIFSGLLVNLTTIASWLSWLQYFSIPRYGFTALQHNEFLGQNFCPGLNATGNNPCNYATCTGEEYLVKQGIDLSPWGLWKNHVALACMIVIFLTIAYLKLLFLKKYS
#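 Measure – % inhibition of efflux relative to nicardipine and DMSO · Test system – ABCG2 IgMXP3 and barcoded ABCB1 CCRF-Adr cell mix · Control set – nicardipine as high control, DMSO as low control · Compound – one concentration, 6.6 µM final · Signal – flow cytometry of retained JC-1 fluorescence · Timing – 10 min exposure at 25 °C with rotation, no wash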
# HRas wt GTP: modulators of GTP binding to HRas wildtype, primary screen, biochemical, bead-based flow cytometry, multiplex; GTP binding activity, % at 10 µM; AID 759, 2007; 190,000 tested, 0.14% active; GST-Ras wt beads, Bodipy-FL-GTP binding; actives lie on both sides;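 active = GTP binding activity at least 20% away from the 100% baseline, either lowered as inhibitor or raised as activator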;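 note: 0% = unlabeled GTP competition control and 100% = no-compound control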
# Target sequence (P01112 whole entry, looked up): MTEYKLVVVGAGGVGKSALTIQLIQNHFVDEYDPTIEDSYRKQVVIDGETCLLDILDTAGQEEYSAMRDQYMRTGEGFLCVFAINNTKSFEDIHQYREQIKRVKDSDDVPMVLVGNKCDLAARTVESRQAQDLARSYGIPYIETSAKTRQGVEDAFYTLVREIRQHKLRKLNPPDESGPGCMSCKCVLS
# GSH bead fluor: compound fluorescence on glutathione beads, profiling panel, artefact control, biophysical, 488/530 nm, flow cytometry. AID 1776, 2009. GSH beads flow cytometry, compound fluorescence 488/530 nm; stronger effect = higher value. fluorescence (KMESF) at 10 µM. 190,000 tested, 0.25% active; in the data active = fluorescence above about 89;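 note: glutathione beads carrying GST-tagged Bcl family fusion proteins plus one bare bead set; values are compound well signal with DMSO vehicle wells as background; inactives centre near 16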
# * hit, by the source's call; · = not tested or not shown.
item	Structure	Rac1 mut GTP	GSH bead fluor	Cdc42 wt GTP	Rab7 wt modul	Rac1 wt modul	HRas wt GTP	ABCG2 block	Rab2 wt GTP	Avidin fluor	Pf gametocyte	ABCB1 block
1	COc1ccc(CC2(CO)CCN(Cc3nc(C(C)C)cs3)CC2)cc1	95	18	95	96	96	94	0	96	9	-36	0.3
2	C/C(=N\OC(=O)c1ccc(C)cc1)c1c(C)nc2cc(C)ccn12	93	10	92	95	88	92	1	92	29	11	0.1
3	O=C1CCN(C(=O)c2ccc(Cl)cc2)N1	96	10	98	106	99	97	1	99	24	·	0.2
4	Cc1c(N=C(N)/N=C(\N)Nc2ccc(Br)cc2)c(=O)n(-c2ccccc2)n1C	100	11	101	102	106	102	2	101	2	7	0.0
5	Cc1cc(C)nc(NS(=O)(=O)c2ccc(NC(=O)C3(c4ccccc4)CCCC3)cc2)n1	100	10	100	98	103	97	-3	99	8	6	-0.4
6	Cc1cc(NC(=O)CSc2nc3cc(Cl)ccc3s2)no1	96	5	99	93	100	98	-1	96	8	·	-0.2
7	Cc1[nH]nc(Sc2ccccn2)c1[N+](=O)[O-]	101	7	99	94	106	96	3	93	2	1	-0.8
8	C=CCNC(=O)c1ccc(OC)cc1OC	101	15	102	103	101	103	3	103	12	·	0.4
9	O=C(c1noc2c1CCCC2)N1CCN(c2ccc(F)cc2)CC1	98	11	99	102	98	100	5	99	12	·	0.9
10	O=C(Nn1c(C2CCC2)nc2ccccc2c1=O)C1CCC1	99	23	97	100	104	100	14	100	33	·	1.0
11	CCOc1cc(/C=C2/C(=N)N3OC(C)=CC3=NC2=O)ccc1OC	95	10	92	93	86	92	21	94	12	4	1.8
12	CCOC(=O)C1=C(C)NC(SCC(N)=O)=C(C#N)C1c1ccccc1 (stereo not given)	101	15	105	103	104	106	2	105	30	·	0.2
13	Cc1cnc(Nc2nc3ccccc3o2)nc1C(=O)Nc1cccc(C(F)(F)F)c1	99	14	101	97	99	99	4	98	37	·	0.3
14	COc1ccc(C)cc1NC(=O)c1cc2c(=O)n3ccccc3nc2n1C	95	9	96	100	97	98	17	98	7	-21	0.5
15	O=C(CCC1CCCCC1)NCCN1C2=NC[C@H](Cc3ccccc3)N2C[C@H]1Cc1ccc(O)cc1	98	20	99	96	100	99	2	97	6	-24	0.8

# Reprinted at random: 7 records from the list
item	Structure	Rac1 mut GTP	GSH bead fluor	Cdc42 wt GTP	Rab7 wt modul	Rac1 wt modul	HRas wt GTP	ABCG2 block	Rab2 wt GTP	Avidin fluor	Pf gametocyte	ABCB1 block
9	O=C(c1noc2c1CCCC2)N1CCN(c2ccc(F)cc2)CC1	98	11	99	102	98	100	5	99	12	·	0.9
3	O=C1CCN(C(=O)c2ccc(Cl)cc2)N1	96	10	98	106	99	97	1	99	24	·	0.2
15	O=C(CCC1CCCCC1)NCCN1C2=NC[C@H](Cc3ccccc3)N2C[C@H]1Cc1ccc(O)cc1	98	20	99	96	100	99	2	97	6	-24	0.8
6	Cc1cc(NC(=O)CSc2nc3cc(Cl)ccc3s2)no1	96	5	99	93	100	98	-1	96	8	·	-0.2
7	Cc1[nH]nc(Sc2ccccn2)c1[N+](=O)[O-]	101	7	99	94	106	96	3	93	2	1	-0.8
13	Cc1cnc(Nc2nc3ccccc3o2)nc1C(=O)Nc1cccc(C(F)(F)F)c1	99	14	101	97	99	99	4	98	37	·	0.3
11	CCOc1cc(/C=C2/C(=N)N3OC(C)=CC3=NC2=O)ccc1OC	95	10	92	93	86	92	21	94	12	4	1.8

# Next records.
item	Structure	Rac1 mut GTP	GSH bead fluor	Cdc42 wt GTP	Rab7 wt modul	Rac1 wt modul	HRas wt GTP	ABCG2 block	Rab2 wt GTP	Avidin fluor	Pf gametocyte	ABCB1 block
16	COc1ccc(/C=C/C2=NN(C)C(=O)CC2)cc1	96	15	99	98	99	96	16	96	9	·	-2.1
17	COc1cccc(N2CCN(C3CC(=O)N(c4ccc(Cl)cc4)C3=O)CC2)c1 (stereo not given)	99	27	105	98	103	100	1	99	17	·	0.4
18	O=S(=O)(/N=C(/c1ccccc1)N1CCCCCC1)c1ccccc1	94	12	95	97	96	93	0	96	10	-7	-0.1
19	COc1ccc(C)cc1C1=Nc2ccccc2C1(C)C	100	7	102	104	106	101	5	102	3	-6	0.6
20	Cc1cc(C)n(CCc2nc(-c3cc4ccccc4o3)cs2)n1	101	14	104	105	107	103	2	103	10	-8	0.4
21	CCCn1c(=O)c(C(=O)NCC2CCCO2)c(O)c2ccccc21 (stereo not given)	93	11	94	99	97	96	17	97	11	-9	4.7
22	Cc1ccc(OCc2ccc(C#N)cc2)c(C(=O)c2cc(C#N)c(=O)n(C3CC3)c2)c1	96	15	98	92	99	95	1	95	38	5	0.4
23	COc1ccc(C2(c3ccc(O)cc3O)CC(c3ccccc3Cl)NC(=S)N2)cc1 (stereo not given)	96	22	98	95	96	98	-1	95	11	6	-0.6
24	O=C(CNC(=O)c1cccs1)NCC(=O)OCc1c(F)cccc1Cl	97	16	98	97	98	95	5	95	10	-13	1.1
25	COc1ccc(C(=O)/C=C/Nc2ccc([N+](=O)[O-])cc2)cc1	100	12	105	100	106	101	13	101	13	21	-0.2
26	CCc1nc(-c2ccccc2)c2ccccn12	99	14	101	104	98	105	1	98	20	-16	0.8
27	O=C(/C=C/c1ccccc1)c1ccc2c(c1)OCCCCO2	89	42	94	92	90	92	10	89	11	·	0.3
28	O=C(CC1SC(=NCC2CCCO2)NC1=O)Nc1cccc2ccccc12 (stereo not given)	102	9	103	98	106	100	20	101	-5	-2	1.3
29	CC1(C)CC(=O)C(C2(O)C(=O)Nc3ccccc32)CO1 (stereo not given)	96	17	97	106	98	99	0	99	4	21	0.0
30	NS(=O)(=O)c1ccc(CNC(=O)c2ccc(Br)o2)cc1	94	28	93	96	95	95	2	98	10	-12	0.3

# Results in sequence from the entries so far:
# ABCG2 block for nos. 18 to 28 → 0, 5, 2, 17, 1, -1, 5, 13, 1, 10, 20
# ABCB1 block for nos. 18 to 28 → -0.1, 0.6, 0.4, 4.7, 0.4, -0.6, 1.1, -0.2, 0.8, 0.3, 1.3

# Next part
item	Structure	Rac1 mut GTP	GSH bead fluor	Cdc42 wt GTP	Rab7 wt modul	Rac1 wt modul	HRas wt GTP	ABCG2 block	Rab2 wt GTP	Avidin fluor	Pf gametocyte	ABCB1 block
31	CCC(C)(C)n1nnnc1C(c1cc(OC)ccc1OC)N1CCN(Cc2ccccc2)CC1 (stereo not given)	96	14	100	97	97	95	-1	102	7	·	2.7
32	O=C(CN1C(=O)NC2(CCCCCC2)C1=O)c1ccc2c(c1)OCCO2	99	28	101	101	99	103	3	101	8	·	1.3
33	Cc1ccccc1C(=O)NC(NCC1CCCO1)C(Cl)(Cl)Cl (stereo not given)	100	23	104	103	100	104	2	104	13	·	1.0
34	O=C(Nc1c(F)c(F)c(F)c(F)c1F)C1CCCCC1	95	39	97	97	99	100	2	97	12	·	0.7
35	O=C(CSc1nnc(Cn2c(=O)sc3ccccc32)n1CCc1ccccc1)N1CCCC1	96	12	97	102	102	100	0	98	19	·	-0.1
36	CCN(CC(=O)NC(C)C)C(=O)c1ccc(S(=O)(=O)N(C)c2ccccc2OC)cc1	100	19	103	102	102	104	3	101	17	2	0.3
37	Cc1ccnc(N2CCCC(C(=O)Nc3cc(F)ccc3C)C2)n1 (stereo not given)	96	28	100	99	101	99	28	97	12	22	1.7
38	O=C(CCC(=O)N1CCCC1)Nc1nnc(C2CCCCC2)s1	102	22	105	102	103	104	3	106	13	·	0.3
39	COc1ccc(N2CCN(C(=O)C3CCN(S(=O)(=O)c4ccccc4)CC3)CC2)cc1	96	11	98	101	99	99	-1	98	9	-1	-0.2
40	CN(Cc1nc(-c2ccccn2)no1)S(=O)(=O)c1ccccc1	93	28	97	97	95	96	-1	96	6	-4	-0.1
41	Cn1ncc([N+](=O)[O-])c1C(=O)N1CCOCC1	95	8	93	99	96	94	-1	96	17	-24	0.0
42	CCOc1cccc(C(=O)Nc2cccc(-c3nnc(-c4ccc(C)cc4)o3)c2)c1	96	24	97	100	98	98	-5	97	46	·	-1.2
43	O=C(Cc1nn[nH]n1)c1ccccc1O	99	7	101	97	104	98	-2	96	1	-20	-0.5
44	Cc1cc(C(=O)NCc2ccco2)c2ccccc2n1	96	11	97	103	98	98	0	98	8	·	0.0
45	CC(C)CCNC(=O)CCc1nnc(COc2ccccc2)o1	95	16	98	96	99	98	-1	96	11	-3	-2.3

# Further records
item	Structure	Rac1 mut GTP	GSH bead fluor	Cdc42 wt GTP	Rab7 wt modul	Rac1 wt modul	HRas wt GTP	ABCG2 block	Rab2 wt GTP	Avidin fluor	Pf gametocyte	ABCB1 block
46	COc1ccc(/C=C/C(=O)Nc2ccc(N3CCOCC3)cc2)cc1	98	10	98	96	101	97	8	100	15	·	-2.2
47	O=C(CSc1cccc2cccc(Cl)c12)NCc1cccs1	100	10	98	96	102	99	33	95	13	·	0.5
48	CCn1nnc(NC(=O)c2ccc(-c3ccccc3[N+](=O)[O-])o2)n1	97	15	97	103	95	95	21	99	9	20	0.0
49	COc1ccccc1-c1nc(C#N)c(N2CCCCCC2)o1	96	6	99	100	100	100	8	102	18	11	1.1
50	O=C(Nc1ccc(Cl)cc1)c1cnc(-c2ccccc2)nc1-c1ccccc1	103	22	106	101	104	105	0	108	13	-10	-0.1
51	Cc1cnc(SCCc2ccncc2)nc1C	99	13	101	102	102	101	4	101	37	·	0.4
52	Clc1ccc(Cl)c(OCCN2CCOCC2)c1	102	34	104	99	106	101	-3	103	14	·	-0.5
53	Cc1ccc(S(=O)(=O)NCC(c2cccnc2)N2CCOCC2)cc1 (stereo not given)	98	13	102	98	105	101	1	100	6	-11	0.6
54	CCCN(Cc1ccccc1)C(=S)Nc1cccc(C)c1C	95	10	94	93	96	97	5	96	12	0	0.9
55	COC(=O)c1ccc(CNC(=O)COc2ccccc2Br)o1	96	15	103	101	99	102	9	102	11	·	1.4
56	CCn1cnc2cc(NS(=O)(=O)c3ccc(C)cc3)ccc21	101	16	102	103	105	102	1	101	7	·	0.2
